# APOBEC3A inh: inhibitors of human APOBEC3A DNA deaminase; recombinant A3A, FAM/TAMRA ssDNA deamination fluorescence; inhibition, % at 20 µM; 330,000 compounds, 0.41% hits; AID 493011;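 active = at least 40% inhibition at 20 µM here, with at most 30% in a related deaminase screen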;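 also: plate controls were A3A with DMSO for no effect and wells lacking A3A enzyme for full effect; some results filed as inactive read as strong as hits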
# Target sequence (P31941 whole entry, looked up): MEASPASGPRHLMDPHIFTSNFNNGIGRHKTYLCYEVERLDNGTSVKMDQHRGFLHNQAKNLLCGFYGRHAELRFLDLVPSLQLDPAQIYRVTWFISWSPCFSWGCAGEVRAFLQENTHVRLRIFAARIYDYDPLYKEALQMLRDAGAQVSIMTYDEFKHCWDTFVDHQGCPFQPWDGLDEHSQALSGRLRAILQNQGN
# PfGluPho inh: PfG6PD (Plasmodium falciparum) enzyme inhibition; inhibition, % at 20 µM; PfGluPho enzyme, NADPH resazurin-diaphorase fluorescence; AID 504690; 350,000 compounds, 0.78% hits;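 active = inhibition reaching at least a set limit at 20 µM in the primary screen, cut at about 59% in these data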;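 also: 0% = DMSO wells with substrate and 100% = DMSO wells lacking glucose-6-phosphate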
# HKDC1 inhibitor: inhibitors of human hexokinase HKDC1. recombinant HKDC1, G6PDH/diaphorase resazurin coupled fluorescence. inhibition, % at 20 µM. 340,000 compounds, 0.16% hits. AID 493160;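 active = inhibition above about 35% when tested at 20 µM, limit read from the data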;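 also: plate controls were DMSO wells with enzyme for no effect and DMSO wells lacking enzyme for full effect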
#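 Test system: recombinant HKDC1 (HK5) hexokinase enzyme, produced in-house / Doses: 20 µM test compound, 1% DMSO / Timing: 90 min, room temperature / Detection: G6PDH/diaphorase-coupled fluorescence, 1 mM NADP, 100 µM resazurin, 525/613 nm / Control set: DMSO wells with and without enzyme mix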
# hIAP inh: human IAP inhibition. P09923. purified IAP, CDP-Star luminescence, 30 min. inhibition, % at 10 µM. 330,000 compounds, 0.12% hits;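 active = inhibition reaching a set limit with compound at 10 µM in the primary screen, cut at about 35% in these data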;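 also: plate controls were DMSO wells with enzyme for no effect and no-enzyme buffer wells for full effect; values of inactives mirror those of a sister screen read the other way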
# Target sequence (P09923 whole entry, looked up): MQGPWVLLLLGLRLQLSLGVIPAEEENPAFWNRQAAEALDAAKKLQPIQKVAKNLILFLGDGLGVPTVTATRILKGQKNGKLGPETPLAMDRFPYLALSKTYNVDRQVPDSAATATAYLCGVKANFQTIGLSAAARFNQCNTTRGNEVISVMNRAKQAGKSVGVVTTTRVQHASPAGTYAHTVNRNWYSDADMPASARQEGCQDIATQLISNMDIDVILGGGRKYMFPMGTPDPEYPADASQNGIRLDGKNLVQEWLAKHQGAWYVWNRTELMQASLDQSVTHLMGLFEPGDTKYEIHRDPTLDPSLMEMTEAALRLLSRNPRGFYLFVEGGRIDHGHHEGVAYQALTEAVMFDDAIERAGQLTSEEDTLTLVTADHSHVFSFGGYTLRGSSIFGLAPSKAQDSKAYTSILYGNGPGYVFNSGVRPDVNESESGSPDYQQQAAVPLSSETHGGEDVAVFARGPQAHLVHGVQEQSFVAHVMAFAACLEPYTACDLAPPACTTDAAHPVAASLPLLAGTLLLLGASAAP
# mIAP activ: mouse IAP activation | muIAP, CDP-Star luminescence, 30 min; active compounds read high; 1 = vehicle-only enzyme signal, 0 = enzyme-free wells | activation factor at 10 µM | 330,000 compounds, 0.24% hits | AID 2805;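 active = activation factor of at least 2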; also: the source names both 10 and 20 µM as test concentration; values of inactives mirror those of a sister screen read the other way
#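 System: Mouse IAP enzyme | Also added: CDP-Star substrate | Dosing: Compounds dispensed in DMSO | Schedule: 30 min enzyme-substrate-compound incubation at room temperature | Technique: Chemiluminescence readout | Control set: DMSO-only wells and no-enzyme negative control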
# mIAP inh: blocks mouse intestinal alkaline phosphatase; inhibition, % at 10 µM; 330,000 compounds, 0.2% hits; purified mouse IAP, CDP-Star luminescence, 30 min;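 active = inhibition of at least 40% at 10 µM in the primary screen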;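 also: plate controls were DMSO with enzyme for no effect and no enzyme wells for full effect; values of inactives mirror those of a sister screen read the other way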
# ATG4B inh: ATG4B (human) cysteine protease inhibition; Q9Y4P1; ATG4B cleavage of LC3-PLA2, NBD-HPC fluorescence, 1 h; inhibition, % at 8.33 µM; 340,000 compounds, 0.51% hits; AID 504462; in the data active = inhibition above about 40%
# hIAP activ: increases human intestinal alkaline phosphatase activity. P09923. purified human IAP, CDP-Star luminescence, 30 min; active compounds read high; 1 = vehicle-only enzyme, 0 = enzyme-free background. activation factor at 10 µM. 330,000 compounds, 0.16% hits;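 active = activation factor of the enzyme at least 2-fold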; also: the source names both 10 and 20 µM as test concentration; values of inactives mirror those of a sister screen read the other way
# Numbers without * were called inactive; x = not tested or not shown. Outcome played no part in choosing rows; 2.4% or so of the library scored in one or more.
no.	SMILES	PfGluPho inh	ATG4B inh	hIAP activ	APOBEC3A inh	hIAP inh	mIAP activ	mIAP inh	HKDC1 inhibitor
1	CC(C(=O)Nc1ccc(Cl)cc1)N(C)Cc1cccs1 (stereo not given)	-6	4	1.2	1	-16	1	-1	7
2	Cc1cc(C)nc(NS(=O)(=O)c2ccc(NC(=O)CN3C(=O)S/C(=C\c4ccccc4)C3=O)cc2)n1	-19	2	1.1	-5	-12	0.93	7	-4
3	Cc1nc([N+](=O)[O-])cn1CCCCN1C(=O)c2ccccc2C1=O	34	5	1.1	-4	-12	0.9	10	-7
4	O=C(CSc1n[nH]c(=O)[nH]c1=O)Nc1ccccc1C(=O)c1ccccc1	-11	-7	1	5	-3	1.1	-5	-6
5	Cc1ccc(Cn2nnc3c(=O)[nH]c(C4CCCN(C(=O)c5ccco5)C4)nc32)cc1 (stereo not given)	9	-8	1	-5	-2	0.99	1	-5
6	O=c1[nH]c(/C=C/c2ccccc2Cl)nc2ccccc12	10	6	0.85	-2	15	0.92	8	2
7	COc1ccc2c(c1)Cc1sc(NC(=O)c3cccnc3)nc1-2	30	-12	0.92	-3	8	0.9	10	11
8	CCN(CC(=O)Nc1c(F)cccc1F)C(=O)c1cccc(S(=O)(=O)N2CCCCCC2)c1	-7	3	1	-4	0	0.96	4	-4
9	CC1(C)CC2CC(C)(CN2C(=O)c2cc(-c3ccc(O)cc3)on2)C1 (stereo not given)	-4	5	0.8	0	20	0.91	9	0
10	Cc1ccc(CS(=O)(=O)CC(C)(O)c2ccc(Cl)cc2)cc1 (stereo not given)	-18	-2	1	-2	-2	1.1	-7	-3
11	O=C(c1ccccc1)c1coc2ccc(O)c(CN3CCOCC3)c12	-1	5	0.82	-1	18	0.98	2	0
12	CCN(CC(=O)NCc1ccc(Cl)cc1)C(=O)CSc1ccccc1F	-4	4	1	16	-4	1	-4	-1
13	Cc1c(C(=O)N2c3ccccc3Sc3ccccc32)cccc1[N+](=O)[O-]	18	-7	0.86	-2	14	0.99	1	5
14	CC12COC3(C(=O)Nc4ccccc4F)CC1CCC32C (stereo not given)	-19	9	1.2	-1	-22	1.1	-6	-2
15	CCOC(=O)C1CCN(C(=O)Cn2cc(C(=O)c3ccco3)c3ccccc32)CC1	-23	9	0.92	3	8	0.95	5	-6
16	CC1CCCC(NC(=O)Cc2ccc(Br)cc2)C1C (stereo not given)	7	10	1.1	-2	-8	1	-5	0
17	Cc1ccc(C)c(NC(=O)CSc2nnc(CNC(=O)c3ccco3)o2)c1	-1	1	0.92	-7	8	1	-3	-4
18	OCCC1CN(CCCc2ccccc2)CCN1CCc1ccccc1 (stereo not given)	-6	-2	1.1	-3	-6	0.95	5	-5
19	CCOCCCNC(=O)c1cn(CC(C)C)c(=O)c2cc(OC)c(OC)cc12	3	-9	0.98	-1	2	0.98	2	-2
20	COc1cccc(OC)c1C(=O)NCCc1ccccc1	-2	-6	1.2	-2	-19	1	-5	-3
21	Cc1ccc(NC(=O)c2ccc3c(c2)OCCO3)nc1	6	-1	1.1	-2	-6	0.94	6	-6
22	COc1ccc(-n2ncc3c(NCc4cccs4)ncnc32)cc1	59	-5	1	-1	-3	1.2	-22	-6
23	CCCCOC(=O)c1ccc(NC(=O)C(=O)CC(=O)c2ccc(OC)cc2)cc1	-17	3	1.1	-1	-14	0.97	3	-5
24	Nc1nc(Nc2cccc(C(F)(F)F)c2)nc(C(F)(F)F)n1	30	-4	0.91	0	9	0.93	7	1
25	O=C(/C=C/c1ccc2c(c1)OCO2)Nc1nc(-c2ccc(F)cc2F)cs1	x	x	1.1	3	-7	0.98	2	x
26	Cn1c(=O)n(CC#N)c2ccccc21	-14	-14	1.2	-7	-20	1.5	-46	-1
27	Cc1ccc(C(=O)Nc2nc3ccc(Cl)cc3s2)o1	-4	-3	0.98	2	2	0.93	7	-2
28	COc1ccccc1OCCCCCCN1CCN(C)CC1	2	-4	0.96	-2	4	1	-3	-1
29	COc1cc(Cl)c(C)cc1NC(=O)CSc1sc2c(O)cc(=O)[nH]c2c1C#N	12	15	0.98	69*	2	0.79	21	5
30	O=C(CN1C(=O)C(=O)N(C2CCCC2)C1=O)Nc1ccc(OC(F)F)cc1	4	-3	1.3	3	-29	0.94	6	-3
31	CC(=O)C(Sc1ccc2nnc(-c3cccnc3)n2n1)C(C)=O	0	-12	1	-1	-1	1	-3	-12
32	COc1cccc(CN(C)C(=O)c2cccnc2SC)c1OC	2	-3	0.98	2	2	1.1	-10	-7
33	CCOc1c(CNCCN2CCOCC2)cccc1OC	3	-8	0.91	2	9	0.92	8	1
34	CS(=O)(=O)N1CCN(C(=O)c2ccc(Br)s2)CC1	-4	-2	0.91	-2	9	1	-1	16
35	Nc1ccc(S(=O)(=O)N2CCc3ccccc32)cc1	21	-1	0.62	0	38*	1	-3	0
36	CC(C)(C)S(=O)(=O)c1c(C(=O)O)cccc1C(=O)O	-4	-9	1	-1	-1	0.97	3	-1
37	COc1ccc(NC(=S)N(CCc2c(C)[nH]c3ccc(C)cc23)Cc2cccs2)cc1	1	-5	0.9	-2	10	1.2	-17	3
38	Cc1ccccc1OCc1nnc(SCC(=O)NCc2ccccc2)n1C	6	-7	0.94	0	6	1	-2	-1
39	NC(=O)c1c(N)sc2c1CCCCC2	38	-9	0.94	-5	6	0.87	13	-1
40	CCOC(=O)c1cc(-c2ccc(C)cc2)n(CCC(=O)NCCN(C)C)c1C	-7	6	0.79	2	22	1	-2	-12
41	COc1ccc(N(C)C(=O)c2cnc(N3CCN(c4ncccn4)CC3)c3ccccc23)cc1	4	-1	0.97	1	3	1	0	-2
42	Cc1ccc(C)c(NS(=O)(=O)c2cc(C(=O)Nc3ccccc3-c3ccccc3)ccc2C)c1	21	31	1.1	-5	-7	0.97	3	-2
43	CCC(C)N1C(=O)CCC1C(=O)N1CCN(c2ccc(F)cc2)CC1 (stereo not given)	-3	5	1	-7	0	0.95	5	-7
44	CCN1CCC(Nc2ccnc3cc(Cl)ccc23)CC1	-6	2	1.1	0	-10	1	-3	-3
45	O=C(COC(=O)CCC(=O)c1ccc(Cl)cc1)NCc1ccco1	-2	3	0.97	22	3	1	-5	1
46	O=C(COc1ccccc1)OCC(=O)c1c[nH]c2ccccc12	-5	-7	0.92	-2	8	1	0	0
47	CC1=CC(C)(C)N(C(=O)CCl)c2ccccc21	16	3	1.1	-4	-10	1	-3	-4
48	NCCc1nnc(SCc2ccc(F)cc2)o1	-5	-5	0.94	1	6	0.99	1	2
49	CC(C(=O)Nc1ccc(Cl)cc1Cl)N1C(=O)NC2(CCCCCCC2)C1=O (stereo not given)	2	-4	0.89	0	11	1.1	-11	-2
50	COc1ccc(C2=NS(=O)(=O)N(C)C(C(=O)NC3CCCCC3)=C2)cc1	-4	-16	1.1	-4	-6	1.1	-13	1
51	O=C(O)CN1C(=O)C2C3CC(C2C1=O)C1C(c2ccc(Cl)cc2)c2sc(=O)[nH]c2SC31 (stereo not given)	-2	-5	1.1	3	-8	0.92	8	14
52	CN(C(=O)CSc1ncnc2ccccc12)C1CCS(=O)(=O)C1 (stereo not given)	-2	-43	0.97	0	3	0.89	11	-4
53	CC(C)(C)NCCCOc1ccc(Cl)cc1C(C)(C)C	x	x	1.1	-2	-8	1	-4	x
54	O=C1NC(=O)/C(=C\c2ccccc2OCc2ccccc2)S1	-41	47*	1	-1	-4	0.91	9	12
55	CN(C(=O)Nc1ccc(Cl)cc1)n1cnc2ccccc2c1=O	2	-5	0.97	-1	3	1.3	-32	-5
56	COc1ccccc1/C=N\NC(=O)c1c(C)nc2ccc(Cl)cn12	49	-5	1.2	-6	-21	0.95	5	1
57	O=C(CN1C(=O)NC2(CCCCCC2)C1=O)NCCc1ccccc1	4	-8	1	-3	-2	0.95	5	-3
58	Cn1c(SCC(=O)NCc2ccccc2)nc2ccccc21	-22	5	0.98	-2	2	0.99	1	-4
59	CCOC(=O)N1CCN(C(=O)CNS(=O)(=O)c2c(C)cc(C)cc2C)CC1	-26	8	1	0	-1	0.98	2	1
60	CCc1nnc(NC(=S)Nc2ccccc2)s1	-2	-3	0.98	1	2	0.97	3	-1

# Later entries.
no.	SMILES	PfGluPho inh	ATG4B inh	hIAP activ	APOBEC3A inh	hIAP inh	mIAP activ	mIAP inh	HKDC1 inhibitor
61	CC(C)(C)C(=O)Nc1cccc(-c2cc(-c3c(Cl)cccc3Cl)no2)c1	10	3	0.92	-4	8	1.1	-11	-2
62	COc1cc(OC)c2c(c1)O/C(=C\c1ccccc1)C2=O	13	-24	0.97	-1	3	0.91	9	0
63	COCCC1CCCCN1C(=O)c1cccc(OC2CCN(C3CCCC3)CC2)c1 (stereo not given)	-7	14	1.1	1	-12	0.96	4	-5
64	Cn1c(COc2ccccc2Br)nc2ccccc21	-17	8	1.2	-4	-21	0.97	3	-2
65	Cc1ccc(CNC(=O)CCS(=O)(=O)Cc2ccc(C)cc2)cc1	-19	-2	1	1	-2	1.1	-7	0
66	N#Cc1ccccc1CSc1ccc(-c2nc3ccccc3[nH]2)cn1	29	13	1.1	-1	-10	1	-3	-2
67	C/C(=N/NC(=O)c1ccoc1C)c1ccc(NC(=O)C2CCCC2)cc1	-7	4	1	2	-2	1	-2	-18
68	CCCCc1ccc(NC(=O)COc2ccc(C(=O)Nc3ccccc3OCC)cc2)cc1	1	1	0.9	1	10	1.2	-15	-7
69	O=C(Nc1ccc(N2CCOCC2)cc1)C1CC(=O)N(c2ccccc2)C1 (stereo not given)	13	-2	0.95	-3	5	1	-1	-12
70	Cc1onc(-c2ccccc2Cl)c1C(=O)N1CCOC12CCN(c1cccc(F)n1)CC2	-4	-10	1.2	1	-18	1	-1	-12
71	CCN(CC(=O)NCc1cccs1)C(=O)COc1ccccc1C#N	0	-5	1	0	-3	1.1	-5	-7
72	O=C(O)c1cccc(S(=O)(=O)Nc2ccc(O)c(Sc3nc4ccccc4s3)c2)c1	-6	-6	1.1	0	-12	1	0	5
73	COc1cc(O)c(C(CC(=O)N2CCCC(C)C2)c2ccc(N(C)C)cc2)c(OC)c1 (stereo not given)	10	-13	1	0	-1	0.97	3	0
74	CCOC(=O)Cn1c(=NC(=O)CSC(C)=O)sc2cc(F)ccc21	9	-12	1	0	0	1	-3	-2
75	COc1ccc(OCCCC(=O)Nc2cccnc2)cc1	-1	-4	1.1	-3	-6	1	-2	-7
76	O=C(COc1ccc(Br)cc1F)NC1CC1	15	1	1	0	-2	1.1	-9	0
77	CC(=O)Nc1ccc(NC(=O)COc2ccc(S(=O)(=O)N3CCCC3)cc2C)cc1	4	-9	0.94	-1	6	1.1	-11	-3
78	CC(=O)c1ccc(N2CCN(C(=O)c3cccc(Oc4ccccc4)c3)CC2)cc1	-22	-11	1	-1	-2	1	-3	15
79	CCOc1ccc(N(CC(=O)Nc2ccc(CC)cc2)S(=O)(=O)c2c(C)[nH]c(=O)[nH]c2=O)cc1	-13	-4	1.3	-3	-26	1	0	0
80	CCOc1ccc2[nH]cc(C(=O)N3CCN(CC)CC3)c(=O)c2c1	5	-4	0.95	-3	5	0.94	6	-2

# Another view of some results above.
cpd | PfGluPho inh | ATG4B inh | hIAP activ | APOBEC3A inh | hIAP inh | mIAP activ | mIAP inh | HKDC1 inhibitor | SMILES
77 | 4 | -9 | 0.94 | -1 | 6 | 1.1 | -11 | -3 | CC(=O)Nc1ccc(NC(=O)COc2ccc(S(=O)(=O)N3CCCC3)cc2C)cc1
76 | 15 | 1 | 1 | 0 | -2 | 1.1 | -9 | 0 | O=C(COc1ccc(Br)cc1F)NC1CC1
79 | -13 | -4 | 1.3 | -3 | -26 | 1 | 0 | 0 | CCOc1ccc(N(CC(=O)Nc2ccc(CC)cc2)S(=O)(=O)c2c(C)[nH]c(=O)[nH]c2=O)cc1
